# Screening data (PubChem)
# GalR3 antagonist: blocks the human galanin receptor 3; O60755; HEK293 GalR3-CNG cAMP membrane potential fluorescence; galR3 body fused to GalR1 C-terminus; inhibition, % at 3 µM; actives 0.44% (n = 360,000);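 active = inhibition above the screen-wide average plus 3 SD, cut at about 13% in these data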;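 note: forskolin and galanin both at EC90 stimulate the cells; cAMP rise reported by CNG channel membrane potential dye signal; 0% = forskolin plus galanin with DMSO and 100% = forskolin alone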
# Target sequence (O60755 1-299 limits assumed): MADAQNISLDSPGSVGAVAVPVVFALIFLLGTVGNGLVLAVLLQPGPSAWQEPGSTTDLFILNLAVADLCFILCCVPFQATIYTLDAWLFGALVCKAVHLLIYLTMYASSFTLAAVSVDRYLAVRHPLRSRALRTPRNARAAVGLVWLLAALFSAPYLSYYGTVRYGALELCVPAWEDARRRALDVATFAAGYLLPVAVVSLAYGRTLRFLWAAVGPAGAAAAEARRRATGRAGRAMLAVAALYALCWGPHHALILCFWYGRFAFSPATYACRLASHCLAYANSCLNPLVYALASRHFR
# MEKK2mut PB1 HTS: signal of MEK5 binding to mutant human MEKK2 PB1 domain; bead flow cytometry, Alexa488-MEK5 binding to MEKK2 mutant; percent response, % at 10 µM; actives 0.35% (n = 290,000); in the data active = percent response above about 24%, passing the limit was not always enough; note: inactives centre near 1; some results filed as inactive read as strong as hits; reference of the scale not given here
# SUMO HTRF inh: inhibitors of human SUMOylation (UBC9) | inhibition, % at 35 µM | HTRF SUMOylation assay, SAE1/SAE2 + UBC9, in vitro | actives 0.36% (n = 290,000); in the data active = inhibition above about 50%, passing the limit was not always enough; note: strong numbers were not always called active
# Target sequence (P63279 whole entry, looked up): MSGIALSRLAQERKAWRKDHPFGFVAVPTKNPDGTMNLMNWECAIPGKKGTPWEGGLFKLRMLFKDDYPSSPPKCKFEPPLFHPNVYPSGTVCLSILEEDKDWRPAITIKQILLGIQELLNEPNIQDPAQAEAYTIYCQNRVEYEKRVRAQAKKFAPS
# DNA FID counter: fluorescent intercalator displacement, NS3 helicase counter-screen. DNA fluorescent intercalator displacement, fluorescence. inhibition, % at 7.9 µM. actives 0.17% (n = 290,000). AID 1845; in the data active = inhibition above about 37%;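 note: 0% = vehicle and 100% = reference compound; higher means more ethidium bromide displaced from hairpin DNA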
# CRFBP-R2 block: blocks CRF-induced signaling of the CRF-BP/CRF-R2 complex; HEK293 CRF-R2/CRF-BP, CRF-induced calcium fluorescence; inhibition, % at 11.8 µM; actives 0.59% (n = 350,000);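 active = inhibition of the ligand-induced calcium signal above about 50% at the single tested concentration, limit read from the data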
# NS3 helicase inh: blocks Hepatitis C virus NS3 helicase unwinding. NS3 helicase DNA unwinding, Cy5 molecular beacon fluorescence. inhibition, % at 10.9 µM. actives 0.56% (n = 290,000). AID 1800;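 active = inhibition above the mean of all tested compounds plus 3 SD, set per campaign, cut at about 35% in these data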;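 note: 0% = DMSO wells and 100% = thioflavine S control wells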
#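 Test system: hepatitis C virus NS3 helicase domain fragment enzyme. Also added: annealed dual-labelled DNA beacon duplex, ATP-started. Timing: 60 min unwinding reaction at 25 °C after ATP addition. Technique: Cy5 fluorescence. Measure: % inhibition of unwinding.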
# CRFBP-R2 agonist: CRF-BP/CRF-R2 complex agonism; HEK293 CRF-R2/CRF-BP, calcium dye fluorescence (FLIPR); percent of saturating CRF peptide response; activation, % at 13.2 µM; actives 0.46% (n = 350,000);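 active = activation of at least 50%, plus an integration ratio under a set limit after plate pattern correction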;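 note: plate controls were neutral control wells without compound for no effect and CRF at EC100 for full effect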
# MEKK3 PB1 HTS: raises or lowers MEK5 binding to the human MEKK3 PB1 domain; Q99759; bead-based flow cytometry, Alexa488-MEK5 binding to MEKK3; actives lie on both sides; 0 = blocked by unlabeled MEK5, 100 = vehicle; binding response (% of control), % at 10 µM; actives 1.4% (n = 290,000); AID 1529;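 active = binding response more than 3 SD above or below the average of its plate-row segment, actives on both sides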;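 note: Alexa488 bead fluorescence after subtracting the streptavidin-only scavenger bead signal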
# Target sequence (Q99759 whole entry, looked up, the tested form may be a part): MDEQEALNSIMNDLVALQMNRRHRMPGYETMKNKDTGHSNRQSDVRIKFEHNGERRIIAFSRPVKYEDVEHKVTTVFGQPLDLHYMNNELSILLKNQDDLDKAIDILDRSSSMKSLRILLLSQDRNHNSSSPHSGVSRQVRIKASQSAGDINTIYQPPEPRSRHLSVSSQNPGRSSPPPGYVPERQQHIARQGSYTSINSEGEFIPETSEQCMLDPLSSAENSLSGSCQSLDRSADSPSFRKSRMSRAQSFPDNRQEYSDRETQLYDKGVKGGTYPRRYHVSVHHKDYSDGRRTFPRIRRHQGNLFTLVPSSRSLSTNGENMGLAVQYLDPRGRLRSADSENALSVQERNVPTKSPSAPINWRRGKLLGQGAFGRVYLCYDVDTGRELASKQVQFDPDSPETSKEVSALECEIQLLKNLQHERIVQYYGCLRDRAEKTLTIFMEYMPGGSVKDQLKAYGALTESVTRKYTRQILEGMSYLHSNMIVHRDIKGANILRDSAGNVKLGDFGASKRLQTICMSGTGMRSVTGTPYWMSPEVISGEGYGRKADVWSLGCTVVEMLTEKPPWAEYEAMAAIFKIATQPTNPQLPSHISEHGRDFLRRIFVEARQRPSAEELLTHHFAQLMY
# MEKK2wt PB1 HTS: raises or lowers MEK5 binding to wildtype human MEKK2 PB1 domain. AID 1531. bead flow cytometry, Alexa488-MEK5 binding to MEKK2 WT; actives lie on both sides. Q9Y2U5. binding response (% of control), % at 10 µM. actives 1.1% (n = 290,000); in the data active = binding response below about 67% or above about 130%
# The depositor's hits bear a star; . = not tested or not shown. Only part of the results is shown; rates above refer to the full screens.
SMILES,GalR3 antagonist,MEKK2mut PB1 HTS,SUMO HTRF inh,DNA FID counter,CRFBP-R2 block,NS3 helicase inh,CRFBP-R2 agonist,MEKK3 PB1 HTS,MEKK2wt PB1 HTS
COc1ccc(NC(=O)CSc2nc3ccncc3[nH]2)c(OC)c1,-6,5,16,-4,-3,-2,-0.8,99,99
Cn1c(=O)c2[nH]c(N=NNc3ccccc3F)nc2n(C)c1=O,-5,5,9,-1,-6,5,-1.1,103,103
CCC(C)NC(=O)CSc1ccc(Cl)cc1 (centres undefined),-4,3,10,0,26,-4,-1.0,87,98
Cc1c(Cl)cnc(NC(=O)COC(=O)c2nn(C)c(=O)c3ccccc23)c1Cl,-2,5,14,0,-11,7,-1.0,95,98
Cc1ccc(OCC(=O)Nc2nnn(C)n2)c(C)c1,-4,-1,-10,-1,4,-3,-1.6,100,93
CCOC(=O)C1CCCN(C(=O)c2cc3c(OC)c(OC)c(OC)cc3[nH]2)C1 (centres undefined),-8,-4,-4,-29,2,-6,-2.1,96,99
CCOc1ccc(-n2c(SCc3nc(-c4ccc(C)cc4)no3)nnc2-c2ccncc2)cc1,-7,-6,-9,-35,12,-8,0.3,86,89
CCOC(=O)N1CCc2c(sc3c2c(=O)n(Cc2ccccc2)c(=O)n3Cc2ccc(C)cc2)C1,-3,-1,0,-1,-2,3,0.7,117,103
COc1ccc(N2C(=O)c3ccccc3NC2c2ccc(OC)c(CN3CCOCC3)c2)cc1 (centres undefined),-6,-8,21,-13,-10,-3,-1.6,88,97
COc1ccc(NC(=O)C2CC(=O)OC23CCCCC3)cc1 (centres undefined),-1,-3,-2,-2,6,0,2.4,74,94
Cc1cc(NC(=O)COC(=O)[C@@H](NS(=O)(=O)c2ccccc2)C(C)C)no1,-2,-12,24,-12,-6,2,-3.2,100,88
CCOc1ncccc1-c1nc(-c2cccs2)no1,-11,6,9,-11,-11,-7,-0.4,108,104
Cc1c(/C(O)=C2\C(=O)C(=O)N(CCN(C)C)C2c2cccnc2)cnn1-c1ccccc1 (centres undefined),5,4,11,-1,-41,7,1.6,104,105
Cc1c(CCC(=O)O)c(=O)oc2c(C)c(OCc3ccccc3Cl)ccc12,-3,4,43,-23,-17,32,1.8,106,104
Cc1nc(NC(=O)CSc2nnc(C3CC3)n2C)sc1C,7,2,13,-9,10,-5,0.1,103,106
O=C(NCc1ccccn1)c1cc(-c2ccc(Br)cc2)nc2ccccc12,-3,-1,1,-2,-4,4,-2.2,97,96
C=CCN1C(=O)C(=O)N(Cc2nc3ccccc3s2)C1=O,-8,-3,-6,-6,-1,-3,0.7,102,97
CC(=O)c1sc2nc(-c3cccs3)cc(C(F)(F)F)c2c1N,3,-6,6,-5,-54,16,113*,95,82
CCN(CC)S(=O)(=O)c1ccc(Cl)nc1,-4,-9,12,-2,5,2,-0.9,95,90
O=C(O)CCc1nn2c3ccccc3nc2n(-c2ccccc2)c1=O,0,-1,10,-1,21,-18,1.5,94,98
O=C(COC(=O)Cc1ccc(Cl)cc1Cl)Nc1ccc(OC(F)F)cc1,2,0,46,-9,1,15,-1.0,107,112
CCN1CC2([N+](=O)[O-])C=CC(=O)C([N+](=O)[O-])(C1)C2CC(=O)c1ccccc1 (centres undefined),-4,1,7,-3,6,9,-1.2,104,101
Cn1nnnc1SC(C(=O)Nc1cccc(C(F)(F)F)c1)c1ccccc1 (centres undefined),-1,-2,10,-19,-38,2,-0.8,97,99
COc1ccc(C(=O)N2CCc3c([nH]c4ccccc34)C2C(F)(F)F)cc1 (centres undefined),-1,3,-20,-33,-13,-13,-0.4,104,93
Cc1cc(SCC(=O)c2ccccc2)nc(SCC(=O)c2ccccc2)n1,-1,0,12,-9,-10,2,5.1,105,101
# Continuation.
SMILES,GalR3 antagonist,MEKK2mut PB1 HTS,SUMO HTRF inh,DNA FID counter,CRFBP-R2 block,NS3 helicase inh,CRFBP-R2 agonist,MEKK3 PB1 HTS,MEKK2wt PB1 HTS
COc1cc(C2OC(c3cc(OC)c(OC)c(OC)c3)C(C)C2C)cc(OC)c1OC (centres undefined),-3,2,-6,-46,6,1,-6.1,106,103
Cc1ccc(NC(=O)CN2C(=O)S/C(=C\c3cc(C)n(C)c3C)C2=O)cc1,-11,1,9,5,10,11,0.2,99,97
O=C(NNc1ccc(C2CCCCC2)cc1)C(O)(c1ccccc1)c1cccs1 (centres undefined),-1,0,-41,-9,-95,10,-3.1,105,94
Cc1ccc(-n2nc(C(=O)N/N=C/c3cccc(C(F)(F)F)c3)c3ccccc3c2=O)cc1C,0,1,-5,-6,-26,4,2.9,98,96
Cc1ccc(Nc2nnns2)cc1C,-4,-2,0,-1,-6,0,-0.3,106,102
CC(NC(=O)c1ccc(C(C)(C)C)cc1)C(c1cccs1)N1CCOCC1 (centres undefined),-1,3,12,-50,0,-5,-0.2,97,100
NS(=O)(=O)c1ccc(NC(=O)c2ccc3c(c2)OCO3)cc1,-8,3,23,-1,14,6,-1.3,101,105
COc1ccc(C(=O)OCC[N+]2(C)CCOCC2)cc1,-4,-12,-9,-1,7,6,1.2,107,89
CCOC(=O)CN1C(=O)C(O)(c2c(C)[nH]c3ccccc23)c2ccccc21 (centres undefined),-1,.,24,-10,-3,3,1.5,.,.
CCOc1ccc(CNC(=O)CCCOc2cc(=O)n(C)c3ccccc23)cc1,0,0,1,-29,-11,-14,-1.2,104,107
CCCc1nc2sc3c(c2c(=O)n1NC(=O)c1ccco1)CC(C)(C)OC3,-6,-4,13,-13,-6,2,-0.9,95,94
Cn1c(CSCc2ccc(Cl)cc2Cl)n[nH]c1=S,-2,-6,6,-17,5,7,-0.4,81,89
COc1cc(/C=N/n2c(C3CCCCC3)n[nH]c2=S)cc(Br)c1O,-12,2,-17,-22,5,7,-6.0,104,105
COc1ccc(S(=O)(=O)Nc2ccc(-n3cccc3)cc2)cc1,-1,-5,-11,-2,-2,-22,-2.8,98,98
COC(=O)c1ccc(C2C(Oc3ccc(OC)cc3)C(=O)N2CCc2ccc(F)cc2)cc1 (centres undefined),1,-5,32,-4,-7,-9,2.0,97,96
CCCCOc1ccc(C(=O)OCC(=O)Nc2cc(C)c(C)cc2[N+](=O)[O-])cc1,0,1,0,0,-2,-16,1.2,109,111
CN(C(=O)CSc1nnn(C)n1)c1ccccc1,-1,3,10,-5,-15,3,-0.5,98,105
O=C(NCc1ccncc1)c1cccc(Cn2cc(Br)cn2)c1,-1,1,8,-2,-25,3,1.9,110,103
Cc1n[nH]c(=O)nc1NCCN(C)C,-5,13,23,-16,6,30,-1.4,108,114
Cc1ccc(-c2cc(C(=O)OCC(=O)N(C)C3CCS(=O)(=O)C3)c3ccccc3n2)o1 (centres undefined),-3,.,15,-20,-7,22,-0.2,.,.
NS(=O)(=O)c1ccc(Nc2nc(-c3ccc(O)cc3)cs2)cc1,-5,15,20,-3,23,3,-0.9,108,109
O=Cc1cccn1Cc1ccc(Cl)cc1Cl,-5,-9,6,-1,-1,0,-3.5,72,85
CCC(C)[C@H](NC(=O)N1c2ccccc2NC(=O)[C@@H]1C(C)C)C(=O)N[C@@H](Cc1ccccc1)C(=O)O (some centres undefined),3,-1,5,-35,-10,-1,-0.1,101,96
O=C(COC(=O)c1ccc(O)cc1)Nc1nccs1,-9,-1,-7,-5,-15,-9,0.3,104,99
CCc1c(C)nc(SCC(=O)N2CCN(c3ccccc3)CC2)[nH]c1=O,-1,-12,-3,-19,-1,-1,0.6,106,90
# Continued:
SMILES,GalR3 antagonist,MEKK2mut PB1 HTS,SUMO HTRF inh,DNA FID counter,CRFBP-R2 block,NS3 helicase inh,CRFBP-R2 agonist,MEKK3 PB1 HTS,MEKK2wt PB1 HTS
CCCN(CCC)S(=O)(=O)c1ccc(C(=O)Nc2ccc(S(=O)(=O)Nc3nnc(CC)s3)cc2)cc1,-9,0,7,-27,18,6,0.8,100,98
CC(=O)Nc1ccc2c(c1)c1ccccc1n2C(C)=O,-2,-1,2,1,-7,11,-2.1,99,101
COc1cc(C2=NOC(C(=O)NCc3cccs3)C2)cc(OC)c1OC (centres undefined),-1,0,18,-4,-2,0,-1.1,101,99
N#CCC(=O)Nc1ccc(C(=O)NCc2ccccn2)cc1,-4,-4,10,-17,-14,-3,0.2,105,94
CCc1ccccc1NC(=S)NN,-5,-10,4,-5,.,-1,.,96,95
NS(=O)(=O)c1ccc(CCNC(=O)c2cc(-c3cc(Cl)ccc3O)n[nH]2)cc1,-2,1,13,-10,-3,-12,1.0,101,92
CCOC(=O)C1(Cc2ccc(Cl)cc2)CCN(C2CCC2)CC1,-2,8,3,3,-11,0,1.6,111,118
O=c1[nH]c(CSc2nnc(-c3ccccc3)n2C2CCCCC2)nc2ccccc12,-3,2,14,-12,-19,6,-4.0,98,96
O=c1c2cnn(-c3ccccc3)c2nc(-c2cccs2)n1-c1ccc(Br)cc1,-1,5,6,1,3,-9,4.3,102,95
CCOc1ccc(CCNC(=O)Nc2ccccc2)cc1OCC,-9,4,2,-26,-8,4,-1.6,99,102
COc1ccccc1Nc1nnc(SCC2CCCCO2)s1 (centres undefined),-4,0,-4,-36,-10,5,-1.0,117,108
Cc1nc(C(=O)NCCCO)cc2c1[nH]c1ccccc12,2,5,14,-8,-1,-3,-2.5,103,105
CC1(C)N=C(c2ccccn2)C(C)(C)N1O,0,-2,-6,-3,-10,4,2.1,100,95
Cc1cc(S(=O)(=O)N(Cc2ccccc2)Cc2ccc(N(C)C)cc2)ccc1-n1cnnn1,-4,2,-7,-16,12,-6,-0.2,99,101
Cc1nnc(SCC(=O)Nc2ccc3c(c2)OCCO3)n1CC1CCCO1 (centres undefined),3,5,13,0,-2,-3,1.1,101,108
Cc1ccccc1C(=O)Nc1ccnn1C1CCN(C2CCSCC2)CC1,4,6,1,0,-9,3,0.1,104,107
CCN1CCCc2cc(CN(CCN3CCOCC3)C(=S)Nc3ccc(OC)c(OC)c3)ccc21,3,4,-11,-3,-1,-5,-0.3,104,104
O=C(NCC(=O)N(c1cccc(F)c1)C(C(=O)NC1CCCC1)c1cccnc1)c1cccs1 (centres undefined),4,1,-6,10,-4,5,0.9,129*,115
CC1CN(C(=O)CCn2c(=O)oc3ccccc32)CC(C)O1 (centres undefined),3,-14,21,-3,1,-2,-0.1,68,69
COCC(O)CNc1ccccc1 (centres undefined),-2,-1,-7,-2,22,-8,4.4,93,98

# Seven structures from above, sorted by heavy-atom count, lowest first:
SMILES,GalR3 antagonist,MEKK2mut PB1 HTS,SUMO HTRF inh,DNA FID counter,CRFBP-R2 block,NS3 helicase inh,CRFBP-R2 agonist,MEKK3 PB1 HTS,MEKK2wt PB1 HTS
CC(=O)Nc1ccc2c(c1)c1ccccc1n2C(C)=O,-2,-1,2,1,-7,11,-2.1,99,101
Cc1nc(C(=O)NCCCO)cc2c1[nH]c1ccccc12,2,5,14,-8,-1,-3,-2.5,103,105
CC1CN(C(=O)CCn2c(=O)oc3ccccc32)CC(C)O1 (centres undefined),3,-14,21,-3,1,-2,-0.1,68,69
CCOc1ccc(CCNC(=O)Nc2ccccc2)cc1OCC,-9,4,2,-26,-8,4,-1.6,99,102
Cc1nnc(SCC(=O)Nc2ccc3c(c2)OCCO3)n1CC1CCCO1 (centres undefined),3,5,13,0,-2,-3,1.1,101,108
Cc1cc(S(=O)(=O)N(Cc2ccccc2)Cc2ccc(N(C)C)cc2)ccc1-n1cnnn1,-4,2,-7,-16,12,-6,-0.2,99,101
O=C(NCC(=O)N(c1cccc(F)c1)C(C(=O)NC1CCCC1)c1cccnc1)c1cccs1 (centres undefined),4,1,-6,10,-4,5,0.9,129*,115
